Assay outcomes as filed in PubChem BioAssay.
BAZ2B inh: qHTS Assay for Inhibitors of BAZ2B. AlphaScreen BAZ2B-H3K14Ac peptide displacement. 360,000 tested, 4.4% active. Bromodomain adjacent to zinc finger domain protein 2B (Homo sapiens), Q9UIF8. Potency, µM (series often up to 114 µM), for the others: at the highest dose activity change, negative = inhibition, usual class: inhibitors; note: % is set by controls: 0 for no effect and ±100 for the full control effect; nearly all actives have a fitted effect of over 60% in size
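AlphaScreen displacement: compounds (up to 110uM) incubated 30 min at room temperature with a preformed 50 nM BAZ2B/50 nM biotinylated H3K14Ac peptide complex in PBS pH 7.4 with Tween-20. Donor and acceptor beads at 10 ug/mL final added, 20 min light-protected before reading.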
HP1b chromo inh: HTS for Inhibitors of HP1-beta Chromodomain Interactions with Methylated Histone Tails; AID 540317, 2011; AlphaScreen HP1-beta / biotin-H3K9me3 peptide binding; 390,000 tested, 0.56% active; Potency, µM (highest dose often 114 µM), for the others: top-dose activity change, negative = inhibition, usual class: inhibitors; note: nearly all actives have a fitted effect of over 70% in size; inactives centre near 23
Target sequence (P83916 whole entry, looked up): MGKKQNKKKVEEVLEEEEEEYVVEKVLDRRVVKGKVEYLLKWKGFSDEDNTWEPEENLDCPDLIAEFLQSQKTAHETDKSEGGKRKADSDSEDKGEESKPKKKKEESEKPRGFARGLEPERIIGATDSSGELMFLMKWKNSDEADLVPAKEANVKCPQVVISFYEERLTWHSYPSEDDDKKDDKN
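HP1-beta protein (50 nM final) preincubated 30 min at room temperature with biotinylated H3(1-18)K9me3 peptide (50 nM) in PBS pH 7.4, 0.01% Tween-20, then compound added for 30 min. AlphaScreen streptavidin donor/nickel chelate acceptor beads (10 ug/mL final), 30 min dark, luminescence read.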
Pin1 inh: qHTS Assay to Find Inhibitors of Pin1 | 390,000 tested, 0.009% active | AID 504891, 2011 | Peptidyl-prolyl cis-trans isomerase NIMA-interacting 1 (Homo sapiens), Q13526 | Potency, µM (highest dose often 115 µM), for the others: top-dose activity, negative = inhibition, hits mostly inhibitors | Pin1 FP peptide displacement, HiFluor488, 10 min; active = well fitted inhibition curve with a large enough effect in the polarisation, with a control signal flat, not every such curve was filed as active; inconclusive = small, poorly fitted or top-dose-only effect, or effect the other way, or a change in a side signal; inactive = no such curve, though single readings can be large or run the other way; the % refers to the polarisation; note: % is set by controls: 0 for no effect and ±100 for the full control effect
Target sequence (Q13526 whole entry, looked up): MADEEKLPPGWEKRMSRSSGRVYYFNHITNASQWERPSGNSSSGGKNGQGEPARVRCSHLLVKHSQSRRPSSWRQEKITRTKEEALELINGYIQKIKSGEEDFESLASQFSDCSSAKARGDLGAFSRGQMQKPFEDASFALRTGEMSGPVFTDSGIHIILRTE
Pol iota inh: qHTS for Inhibitors of Polymerase Iota | DNA polymerase iota (Homo sapiens), Q9UNA4 | Pol iota fluorescent replication assay, 10 min | Potency, µM (doses to about 115 µM), inactives show top-dose activity, negative = inhibition, most hits filed as inhibitors | 390,000 tested, 1% active
Target sequence (Q9UNA4 whole entry, looked up): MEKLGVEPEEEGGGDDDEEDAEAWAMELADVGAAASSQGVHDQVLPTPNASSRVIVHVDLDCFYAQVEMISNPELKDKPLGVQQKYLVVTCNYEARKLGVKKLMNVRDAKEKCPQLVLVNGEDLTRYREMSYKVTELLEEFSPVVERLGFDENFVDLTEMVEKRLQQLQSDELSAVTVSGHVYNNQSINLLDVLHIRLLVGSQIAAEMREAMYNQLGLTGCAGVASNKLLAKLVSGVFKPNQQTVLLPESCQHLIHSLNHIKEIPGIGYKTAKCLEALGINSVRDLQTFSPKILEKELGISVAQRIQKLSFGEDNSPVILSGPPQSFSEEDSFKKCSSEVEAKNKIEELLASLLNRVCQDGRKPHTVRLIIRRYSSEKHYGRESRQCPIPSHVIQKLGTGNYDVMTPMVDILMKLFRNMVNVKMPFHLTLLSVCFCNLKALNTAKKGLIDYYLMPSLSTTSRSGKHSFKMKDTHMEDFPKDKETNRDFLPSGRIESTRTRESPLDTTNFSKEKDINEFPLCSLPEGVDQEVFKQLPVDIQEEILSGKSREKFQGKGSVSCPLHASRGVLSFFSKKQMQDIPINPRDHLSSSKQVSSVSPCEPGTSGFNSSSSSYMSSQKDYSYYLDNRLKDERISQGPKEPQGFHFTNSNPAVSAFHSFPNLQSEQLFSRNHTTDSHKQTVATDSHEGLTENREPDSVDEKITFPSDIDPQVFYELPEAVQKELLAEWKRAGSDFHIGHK
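Fluorescent replication assay read twice, at 0 min and 10 min after adding 50 nM (final) substrate. Enzyme (10 nM) and compounds were first incubated 15 min at room temperature; enzyme-free buffer wells were negative controls.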
G9a inh: qHTS Assay for Inhibitors of Histone Lysine Methyltransferase G9a. Histone-lysine N-methyltransferase EHMT2 (Homo sapiens), Q96KQ7. G9a H3K9 monomethylation, AlphaScreen, 2 h. Potency, µM (doses to about 102 µM), inactives show top-dose activity, negative = inhibition, usual class: inhibitors. 350,000 tested, 8.8% active; note: % is set by controls: 0 for no effect and ±100 for the full control effect; nearly all actives have a fitted effect of over 75% in size
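Methyltransferase reactions run at room temperature for 2 h (20 nM enzyme, 500 nM biotin-H3K9 peptide, 20 uM SAM) after a 15 min compound preincubation; product detected by AlphaScreen beads and anti-H3K9me1 antibody.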
GLS inh: qHTS for Inhibitors of Glutaminase (GLS). 410,000 tested, 0.21% active. AID 624170, 2012. GLS enzymatic activity, qHTS titration. Potency, µM (titrated, usually from 45.5 µM), for inactives: at the highest dose activity change, negative = inhibition, most hits filed as inhibitors. Glutaminase kidney isoform, mitochondrial (Homo sapiens), O94925; note: % is set by controls: 0 for no effect and ±100 for the full control effect
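Human kidney-isoform GLS in 45 mM KH2PO4 pH 8.2, 0.02% Tween-20, with compound, started with 1mM L-Glutamine (added stock). Glutamate oxidase/HRP/Amplex red coupled fluorescence read at start and after 30 min at RT.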
BLM inh: qHTS Assay for Inhibitors of Bloom's syndrome helicase (BLM); Potency, µM (doses to about 56.1 µM), inactives show top-dose activity change, negative = inhibition, most hits filed as inhibitors; RecQ-like DNA helicase BLM (Homo sapiens), P54132; recombinant BLM DNA unwinding, fluorescence dequenching; AID 2528, 2010; 350,000 tested, 0.2% active;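 note: plate controls were vehicle for no effect and no enzyme for full effect; nearly all actives have a fitted effect of over 35% in size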
Tb PGK inh: qHTS Assay to Find Inhibitors of Phosphoglycerate Kinase. Phosphoglycerate kinase, glycosomal (Trypanosoma brucei brucei), P07378. PGK/GAPDH coupled, Kinase-Glo luminescence, 60 min. Potency, µM (top dose mostly 57.5 µM), for the others: at the top dose activity change, negative = inhibition, most hits filed as inhibitors. 380,000 tested, 0.043% active; note: % is set by controls: 0 for no effect and ±100 for the full control effect; nearly all actives have a fitted effect of over 60% in size
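Recombinant glycosomal PGK reaction used 1,3-bisphosphoglycerate generated in-well by GAPDH (100nM final) in 100mM TEA pH 7.6, 5mM MgCl2, 0.01% Tween-20. After 60 minutes at room temperature, ATP was read by Kinase-Glo Plus luminescence end-point.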
JMJD2A Tudor: qHTS Assay for Inhibitors of JMJD2A-Tudor Domain; Lysine-specific demethylase 4A (Homo sapiens), O75164; AlphaScreen JMJD2A-Tudor / H3K4me3 peptide binding; Potency, µM (series often up to 114 µM), inactives show at the top dose activity change, negative = inhibition, most hits filed as inhibitors; 390,000 tested, 4.4% active; note: % is set by controls: 0 for no effect and ±100 for the full control effect; nearly all actives have a fitted effect of over 50% in size
* marks the source's active call; other numbers are inactive results; i = inactive; ? = inconclusive; nt = no result given; & = joins results of further samples; [ ] = another dose, or the depositor's remark. Unless noted, calls come from the whole dose curve; as a rule, active = well fitted curve in the direction sought with a large enough effect; inconclusive = small, poorly fitted or top-dose-only effect, or another doubt; inactive = no such curve, though single readings can be large; an effect the other way counts as inactive or inconclusive. Potency is the fitted concentration of half-maximal effect. Only part of the results is shown; the hit share may differ from the screen's.

BAZ2B inh	HP1b chromo inh	Pin1 inh	Pol iota inh	G9a inh	compound	GLS inh	BLM inh	Tb PGK inh	JMJD2A Tudor
3.6%	32.0%	-10.7%	40.3%[activator]	1.7%	CN(C(=O)Cn1cnc([N+](=O)[O-])n1)C1CCCCC1	9.1%	-13.4%	0.1%	3.5%
-8.2%	22.3%	19.7%	6.0%	nt	COc1ccccc1N1CCN(CC(=O)c2c[nH]c3ccccc23)CC1	14.5%	-1.3%	7.8%	-8.1%
0.1%	34.9%	17.1%	2.1%	1.0%[59 µM]	COc1cc(NC(=O)Cn2c(=O)n(CC(=O)NCCc3ccc(OC)c(OC)c3)c(=O)c3sccc32)cc(OC)c1	-12.3%	-20.2%	i	-15.4%
-2.3%	62.6%[activator]	0.2%	117.7%[activator]	0.9%	COc1cc(CN(C)c2ncnc3sccc23)ccc1OC(F)F	1.6%	-3.8%	4.9%	-7.0%
-7.3%	23.8%	4.0%	15.3%	-6.5%[59 µM]	O=C(NCc1ccccc1Cl)c1cnn2cccnc12	?	-1.0%	i	-8.7%
-26.0%	5.4%	-2.6%	-4.1%	-0.9%[59 µM]	Cn1c(C(=O)N2CCCC(C(=O)NCc3ccccc3)C2)cc2sccc21 (stereo not given)	-16.0%	-0.3%	-7.6%	-17.6%
7.4%	55.1%[activator]	-8.9%	13.1%	11.1%	CCn1c(COc2ccc(OC)cc2)nc2ccccc21	1.0%	0.1%	-10.0%	-15.3%[57.1 µM]
?	8.7%	15.8%	9.8%	?	O=C1N=C(N2CCc3ccccc3C2)S/C1=C\c1ccc(O)cc1	9.3%	-18.1%	-7.6%	-30.1%
-4.9%	34.0%	17.0%	34.5%[activator]	-2.2%[12.7 µM]	CC(C)(C)C(=O)NCc1ccc(C(=O)CSc2nnc(C3CC3)n2C2CC2)s1	2.0%	nt	-2.3%	-11.3%
-5.7%	53.8%[activator]	-0.3%	-8.4%	-0.1%	CCCCc1nnc(NC(=O)C2=COCCO2)s1	7.1%	-5.6%	-6.0%	-2.1%
15.1%	31.4%	6.0%	149.1%[activator]	21.1%	Cc1ccc2nc(SC(C)C(=O)N3CCOCC3)[nH]c2c1 (stereo not given)	7.9%	-1.4%	-1.7%	6.5%
nt	-0.5%[57 µM]	10.6%	22.2%	nt	O=C(CSc1nc2nn(-c3ccccc3)c(=O)c-2c2n1CCCCC2)Nc1ccc(F)c(F)c1	9.0%	nt	i	-29.7%
nt	68.1%[activator]	4.7%	13.2%	nt	COc1ccc(-n2c(SCC(=O)Nc3nccs3)nnc2-c2ccc(Cl)cc2)cc1	-4.5%	nt	0.3%	-7.5%
?	-4.1%	-18.8%	6.3%	0.4%[12.7 µM]	O=C(NCCCN1CCOCC1)c1ccc2c(c1)N(Cc1ccccc1)CCS2	11.3%	1.7%	?	?
14.1%	56.0%[activator]	66.7%&87.4%[activator]	11.6%	7.5%[0.501 µM]	N#Cc1nc(Nc2cccc(Cl)c2)c2ncn(C3CCCC3)c2n1	1.2%	nt	3.3%	11.6%&-9.9%
9.1%	-7.9%	3.7%	?	39.8µM*	COc1ccc(-c2ccc(NC(=O)c3ccco3)cc2)nn1	-0.9%	nt	?	-21.3%
-30.0%	?	?	?	35.5µM*	COc1cc(-c2nnc3sc(Cc4ccccc4)nn23)cc(OC)c1OC	0.9%	2.0%	-6.5%	?
nt	21.1%[57 µM]	9.2%	7.9%	nt	CCNc1nc(C#N)nc(NCC)n1	nt	nt	nt	-21.5%[57.1 µM]
?	9.6%	1.0%	6.0%	4.7%[2.33 µM]	COc1cc([N+](=O)[O-])ccc1NC(=O)NCC1CCN(Cc2ccc(Cl)cc2)CC1	-2.9%	1.1%	6.2%	?
7.4%	35.6%	-9.1%	30.2%[activator]	19.1%[59 µM]	COc1cccc(C(=O)NNC(=S)NC2CCCCC2)c1	11.7%	-8.7%	-7.2%	-9.5%

Complete entries, quoted from the list. Order of values: BAZ2B inh	HP1b chromo inh	Pin1 inh	Pol iota inh	G9a inh	GLS inh	BLM inh	Tb PGK inh	JMJD2A Tudor
`O=C(NCc1ccccc1Cl)c1cnn2cccnc12` is entered as -7.3%	23.8%	4.0%	15.3%	-6.5%[59 µM]	?	-1.0%	i	-8.7%
`COc1cc(CN(C)c2ncnc3sccc23)ccc1OC(F)F` is entered as -2.3%	62.6%[activator]	0.2%	117.7%[activator]	0.9%	1.6%	-3.8%	4.9%	-7.0%

The listing continues.
BAZ2B inh	HP1b chromo inh	Pin1 inh	Pol iota inh	G9a inh	compound	GLS inh	BLM inh	Tb PGK inh	JMJD2A Tudor
-14.3%	20.6%	0.6%	-26.7%	23.4%	CCc1nnc(NC(=O)c2ccc(F)c(S(=O)(=O)N3CCCCC3)c2)s1	9.6%	-6.6%	-8.2%	?
1.1%	17.0%	-7.7%	42.2%[activator]	nt	COc1ccc(OC)c(Cc2nnc(CCC(=O)N3CCN(C4CCCC4)CC3)o2)c1	2.8%	0.0%	0.0%	-19.7%
-2.1%	23.4%	-0.8%	18.6%	?	CCCC(=O)C1=C(O)C(C(=O)OC)C(C)(C)CC1=N (stereo not given)	1.9%	0.3%	-6.9%	7.5%
4.7%	32.7%	3.2%	19.1%	4.0%[59 µM]	O=C(NC(=O)c1ccccc1N1CCCCC1)Nc1ccc(Br)cc1	1.6%	-3.9%	-3.7%	-15.4%
7.8%	43.1%[activator]	8.7%	-0.5%	1.0%[59 µM]	COc1ccc(S(=O)(=O)N(Cc2nc(-c3ccc(Cl)cc3)no2)C2CCCCC2)cc1	-14.4%	-5.7%	i	8.7%
?	-4.2%	29.9%	-1.6%	?	COc1cccc(Nc2nc(-c3sc(NC(=O)CC(C)C)nc3C)cs2)c1	3.0%	-2.5%	-1.2%	?
nt	28.7%	-5.9%	26.5%	nt	O=C(Cn1cc([N+](=O)[O-])cn1)NCc1ccccc1Cl	2.1%	nt	15.4%	5.2%
-28.4%	30.6%	2.7%	35.1%[activator]	?	CC1(C)CC(=O)C/C(=N\NC(=O)C2CC2c2ccccc2)C1 (stereo not given)	22.8%	-8.3%	i	-7.5%
39.4%	60.8%[activator]	9.3%	24.2%	42.2%[activator][59 µM]	CCc1ccc2oc(-c3ccc(C)c(NC(=O)Cc4ccccc4)c3)nc2c1	-16.0%	2.1%	i	-14.4%
-5.8%	55.3%[activator]	-2.9%	16.3%	nt	COc1cccc(CNC(=O)C2Cc3cc(S(=O)(=O)N4CCCC4)ccc3N2C(C)=O)c1OC (stereo not given)	3.1%	-11.3%	3.1%	-13.0%
-2.9%	26.2%	-10.1%	169.1%[activator]	-4.6%[12.7 µM]	Cc1ccc(S(=O)(=O)NC(=O)NC(C)Cc2ccccc2)cc1 (stereo not given)	5.9%&5.4%	-0.6%&-6.8%	-9.1%	-2.6%[57.1 µM]
15.1%	-0.2%	-12.4%	55.5%[activator]	?	c1ccc2[nH]c(SCC3CCCCO3)nc2c1 (stereo not given)	-3.3%	-0.8%	-1.2%	-16.3%
-3.0%	-9.1%	-6.4%	5.2%	-11.2%[59 µM]	Fc1ccc(/C=N/NC(=S)NCCc2ccccc2)cc1F	0.4%	-1.7%	-1.5%	-18.2%
1.9%	36.5%	1.1%	-4.8%	?	O=C(c1cc2ncc(CCCl)cn2n1)N1CCCCCC1	-3.6%	-4.9%	-5.8%	-7.6%
0.5%[57.1 µM]	1.3%	-6.6%	41.0%[activator]	-26.7%[59 µM]	COc1ccc(OC)c(NC(=O)C2CCN(S(=O)(=O)c3ccc4c(c3)CCCC(=O)N4)CC2)c1	0.0%	2.9%	-7.6%	-17.8%
2.7%	8.6%	-4.3%	150.5%[activator]	9.7%	CS(=O)(=O)N1CCN(c2ccccc2NC(=O)c2cc3ccccc3o2)CC1	-4.7%	-6.3%	i	-16.5%
-34.8%	18.5%	0.3%	-5.9%	-13.0%[59 µM]	COc1ccc(Cn2c(CCC(=O)NCc3cccc(Cl)c3)nc3cccnc32)cc1	-2.2%	2.4%	-2.7%	-0.7%
4.4%	62.9%[activator]	1.0%	36.7%[activator]	0.6%[0.501 µM]	C[C@H](NC(=O)c1nc[nH]c1C(=O)OCc1ccccc1)c1ccccc1	-9.2%	nt	6.0%	-8.6%
-22.5%	11.6%	?	-5.8%	?	CN1CCC(OC(=O)c2cc3cc(Cl)cc(Cl)c3oc2=O)CC1	1.2%	-5.7%	-3.8%	-20.7%
-3.2%	25.7%	-11.8%	13.9%	8.0%[12.7 µM]	COc1cc(CC(=O)OCC(=O)NCc2ccc(C)cc2)cc(OC)c1OC	-0.4%	nt	-6.7%	-15.4%

Following part
BAZ2B inh	HP1b chromo inh	Pin1 inh	Pol iota inh	G9a inh	compound	GLS inh	BLM inh	Tb PGK inh	JMJD2A Tudor
nt	3.6%	-1.3%	14.8%	nt	COc1cc(CC(CC(=O)c2ccc3c(c2)OCO3)C(=O)O)cc(OC)c1OC (stereo not given)	-8.3%	nt	0.2%	-15.2%
0.3%	23.1%	-7.2%	58.6%[activator]	-1.9%[59 µM]	CCCCOc1ccc(Br)cc1CSC(=N)N	3.5%	1.5%	-2.8%	-6.4%
nt	38.8%	-5.9%	0.0%	nt	OCC1OC2C(NC(=S)N2c2ccccc2)C(O)C1O (stereo not given)	-1.1%	nt	-5.8%	-15.3%
4.7%	43.1%	-10.2%	35.9%[activator]	19.4%[2.33 µM]	CSCCC(NC(=O)c1ccco1)C(=O)Nc1ccc(C)cn1 (stereo not given)	-1.0%	nt	-4.1%	-11.0%
